CFTR F508del cor = F508del CFTR correction, initial screen, CFBE line, single point; activity (quench increase), % at 7.58 µM; CFBE cells, YFP halide quenching; stimulated with forskolin plus potentiator P3; % fluorescence drop versus neutral controls; 350,000 compounds, 0.36% hits; AID 720511, 2013;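 active = mean added fluorescence quench of at least 8% versus neutral control, with both replicates also reaching 8%; inconclusive = only one of the mean or replicate conditions met; inactive = mean below 8% and not both replicates reaching 8%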;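 also: cells transiently co-express mutant CFTR-F508del with the halide-sensitive YFP; corrector assay measuring rescue of mutant channel to the surface after 24 h compound exposure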
ERp5 block = inhibitors of ERp5-driven insulin aggregation, primary screen, biochemical, turbidity, absorbance 650 nm, single point; 90 min; inhibition, % at 9.99 µM; 350,000 compounds, 0.05% hits; Protein disulfide-isomerase A6 (Homo sapiens), Q15084;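 active = mean replicate inhibition above about 25%, with every replicate also reaching it, limit read from the data, passing the limit was not always enough; inconclusive = only one of those two criteria met; inactive = neither criterion met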
Target sequence (Q15084 whole entry, looked up): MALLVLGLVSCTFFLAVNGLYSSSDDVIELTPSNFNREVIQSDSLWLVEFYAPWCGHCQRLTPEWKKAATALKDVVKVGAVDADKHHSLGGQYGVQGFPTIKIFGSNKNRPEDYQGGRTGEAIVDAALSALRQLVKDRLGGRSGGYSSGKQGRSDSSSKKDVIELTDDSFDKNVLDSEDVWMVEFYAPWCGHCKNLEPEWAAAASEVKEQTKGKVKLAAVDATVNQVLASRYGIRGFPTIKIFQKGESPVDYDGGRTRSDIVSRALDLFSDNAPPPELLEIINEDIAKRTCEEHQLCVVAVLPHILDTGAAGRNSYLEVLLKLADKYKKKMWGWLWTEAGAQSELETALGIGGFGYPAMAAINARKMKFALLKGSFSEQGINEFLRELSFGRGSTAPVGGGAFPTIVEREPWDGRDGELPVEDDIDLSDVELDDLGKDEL
GSIS activator = GLuc luminescence reporter in INS-1E cells, primary screen for activators of glucose-dependent secretion of insulin. INS-1E GLuc reporter insulin secretion, 2-3 h. activation, % at 16.6 µM. 370,000 compounds, 0.61% hits;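 active = lowest replicate activation of at least 40%, so every replicate reaches that level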;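 also: 0% = median of neutral control wells and 100% = median of IBMX positive control wells; some compounds called inactive have numbers as strong as hits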
EWS-Fli block = EWS/Fli-driven NR0B1 reporter inhibitors, primary screen, A673 cells, NR0B1 luciferase, luminescence, MLPCN library. 350,000 compounds, 0.67% hits. inhibition, % at 12.6 µM. viability-normalised;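 active = mean inhibition of at least 50% after viability correction, with every replicate also passing that limit; inconclusive = mean reaches 50% but only one of two replicates passes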;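 also: firefly luciferase signal divided by Alamar Blue viability fluorescence both relative to DMSO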
PAX8 reporter = inhibitors of PAX8-driven TPO luciferase reporter, primary screen, RMG-I cells, single concentration | SteadyGlo, 24 h | inhibition, % at 12.6 µM | 360,000 compounds, 1.2% hits | AID 652154, 2013;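 active = mean replicate inhibition at least 60% with every replicate also reaching 60%; inconclusive = only one of the two criteria is met; inactive = mean below 60% and not all replicates reaching 60%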;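 also: luciferase light reporting Pax8 driven TPO promoter activity; plate controls were median of neutral control wells for no effect and mitoxantrone controls for full effect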
DENV2 CPE = inhibitors of DENV2 cytopathic effect, primary screen, cell-based, plate reader, single concentration. DENV2-infected cells, cytopathic effect rescue. CPE inhibition, % at 9.99 µM. 350,000 compounds, 1.7% hits; in the data active = CPE inhibition above about 20%, passing the limit was not always enough; inconclusive = no clear call, values can overlap the other calls; tested in BHK-21 cells;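 also: 0% = median of neutral control wells and 100% = median of positive control wells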
ARNT TACC3 PPI = disruptors of ARNT/TACC3 protein interaction, primary screen, biochemical, AlphaScreen, single concentration; Transforming acidic coiled-coil-containing protein 3 (Homo sapiens), Q9Y6A5; 390,000 compounds, 0.66% hits; inhibition, % at 9.99 µM; AlphaScreen His-ARNT PAS-B/GST-TACC3 binding, luminescence; TACC3 fragment carries E629A point mutation;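 active = mean inhibition of replicates at least 50% and at least half of replicates each reaching 50%; inconclusive = half or more replicates reach 50% but mean below 50%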;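 also: 0% = complete ARNT plus TACC3 wells and 100% = ARNT alone without TACC3; many hits fall short of the cut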
Xi reactivation = activators of inactive X chromosome reactivation, primary screen, imaging, XiGFP fibroblasts, GFP high-content imaging, set 2 | XiGFP mouse fibroblasts, % GFP-positive cells imaging, 3 d; cells co-treated with 5-aza-dC sensitizer; scaled so ellipticine positive control = 100% | activation, % at 7.58 µM | 360,000 compounds, 0.055% hits | AID 743238, 2013;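 active = mean normalized replicate activation at least 10% and every replicate at or above 10%; inconclusive = only one of the two criteria met; inactive = mean below 10% and not all replicates reach 10%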;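 also: 0% = median of on-plate neutral control wells and 100% = ellipticine 6 µM median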
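Schedule: 3 d treatment, 15 min room-temperature fixation; system: 68-5-11 XiGFP fibroblast line; buffer or medium: DMEM plus 5-aza-dC sensitizer; control set: ellipticine 6 µM positive control; compound: one concentration, pinned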
Active calls of the source: *; ? = inconclusive; . = not tested or not shown. An unsorted share of the library; 4.2% or so of the library scored in one or more.

SMILES	CFTR F508del cor	ERp5 block	GSIS activator	EWS-Fli block	PAX8 reporter	DENV2 CPE	ARNT TACC3 PPI	Xi reactivation
CO[C@H]1CN(C)C(=O)c2cc(NC(=O)C3CCOCC3)ccc2OC[C@H](C)N(Cc2cccnc2)C[C@@H]1C	2.1	-3.4	5.5	-1.0	4.3	5.0	.	0.5
CC(Oc1ccc2c3c(c(=O)oc2c1)CCC3)C(=O)NCc1cccnc1 (stereo not drawn)	2.2	1.7	9.0	.	-3.4	?	-3.1	0.0
CO[C@H]1CN(C)C(=O)c2cc(NC(=O)c3cccc(F)c3)ccc2OC[C@H](C)N(C(C)=O)C[C@H]1C	0.9	.	-0.1	-4.4	.	.	.	0.0
COCc1ccc(C(=O)NCC2(N3CCCCC3)CCCCC2)cc1	-3.8	-2.6	6.4	3.7	-7.9	-1.4	-2.8	0.0
Fc1cccc(-c2n[nH]c(=S)n2-c2ccccc2)c1	-1.5	-0.7	-8.1	-0.1	-0.2	-1.0	-2.8	0.1
CC(C)(C)NC(=O)COC(=O)c1ccc(F)cc1Cl	2.5	4.9	1.8	-14.6	33.4	.	4.5	0.1
COc1ccc(CCN2CCCC(CN(C)Cc3cc(OC)ccc3OC)C2)cc1 (stereo not drawn)	0.6	5.6	.	8.5	2.1	-3.1	4.7	0.0
COc1cc(NC(=O)C2CCN(c3cnccn3)CC2)cc(OC)c1OC	2.3	-2.9	6.3	.	4.1	6.1	-5.3	0.0
CCOc1ccc(CCN2C(=S)N([C@@H](CC(C)C)CN3CCCC3CN3C(=S)NC[C@@H]3Cc3ccc(O)cc3)C[C@@H]2Cc2ccccc2)cc1 (stereo partly drawn)	1.0	3.2	8.0	15.8	0.1	-10.6	-10.9	-0.1
COc1ccc(NC(=S)NC2CC3CCC(C2)N3Cc2ccco2)cc1 (stereo not drawn)	-0.6	-5.7	-3.3	-4.6	2.2	?	6.8	0.3
COc1ccc(NC(=O)c2nc3nc(C)cc(C(F)F)n3n2)cc1OC	5.7	-4.1	.	6.8	6.0	0.9	-3.2	0.2
C[C@@H]1CCCCO[C@H](CN(C)Cc2ccc3c(c2)OCO3)[C@H](C)CN([C@@H](C)CO)C(=O)c2cc(NC(=O)CCCN(C)C)ccc2O1	0.6	-1.3	10.9	-10.4	2.9	-6.6	7.1	0.0
COc1ccc(NC(=O)CNCc2ccc(Cl)cc2)cc1S(=O)(=O)N1CCOCC1	2.1	-1.5	-6.3	-6.3	6.8	5.2	-5.3	0.0
C[C@H](O)C#Cc1ccc2c(c1)O[C@H](CN(C)C(=O)Cc1ccccn1)[C@@H](C)CN([C@@H](C)CO)S2(=O)=O	4.1	-7.6	6.2	3.0	.	1.6	-0.8	0.4
COCC#Cc1ccc([C@@H]2[C@H]3CN(S(=O)(=O)c4ccccc4C)CCCCN3[C@H]2CO)cc1	-1.8	-2.0	0.7	13.1	-2.0	-4.4	5.3	0.2
Cc1cccc(NC(=O)NN2CCN(C)CC2)c1C	-0.5	2.0	-2.2	6.3	17.4	6.2	1.2	0.0
CCc1nc2sc(C(C)=O)c(N)c2c2c1CCCC2	-1.4	3.3	9.7	2.5	-37.9	?	.	0.1
COc1ccc(NC(=O)Nc2ccc3c(c2)C(=O)N([C@H](C)CO)C[C@@H](C)[C@H](CN(C)C(=O)C2CCCCC2)OCCCC[C@H](C)O3)cc1	2.0	-0.4	-15.6	14.7	33.6	20.7*	-6.7	-0.1
O=C(CN1CCOCC1)N1CC[C@H]2[C@H](CO)Nc3ccc(-c4ccc(F)cc4)cc3[C@H]21	1.0	3.8	5.2	-19.6	-4.6	-11.5	-9.0	0.0
CCSc1ccccc1C(=O)Nc1ccc(S(=O)(=O)NC(C)=O)cc1	3.5	1.2	-1.9	?	15.8	2.7	-11.0	0.0
CC(CC(=O)Nc1ccccc1)NCCCN1CCCC1=O (stereo not drawn)	-0.5	3.8	14.9	-6.8	-9.0	-2.9	.	0.4
C(=NOCc1ccccc1)c1cccnc1	-1.6	-2.3	8.3	-90.7	-162.1	-10.7	18.5	0.1
CC(=O)Nc1ccc2c(c1)C(=O)N(C)[C@H]1CC[C@@H](CC(=O)NCC3CCCCC3)O[C@H]1CO2	-1.6	.	-12.5	2.1	13.3	-1.6	-1.0	0.1
C/C(CCc1ccccc1)=N\NC(=O)COc1ccccc1C	-0.4	-1.3	-24.9	-6.5	-1.8	-4.0	-6.3	-0.1
C[C@@H]1CCCCO[C@H](CN(C)C(=O)Nc2ccc(F)cc2)[C@@H](C)CN([C@@H](C)CO)C(=O)c2cc(NS(=O)(=O)c3cn(C)cn3)ccc2O1	-2.6	6.3	1.1	-7.7	-0.3	-4.1	-9.7	0.0
CCC(OC(=O)c1ccco1)C(=O)NC1CCCC1 (stereo not drawn)	1.1	-2.1	-5.7	9.3	-0.4	-7.4	-2.9	0.0
Brc1ccc(CN2CCN(c3ncc(Cc4ccccc4)cn3)CC2)cc1	-3.3	7.3	.	10.6	13.9	6.9	.	0.0
COc1ccc(CCCNC(=O)C2(C)Cc3c(-c4ccc5c(c4)OCO5)ccnc3O2)cc1 (stereo not drawn)	2.6	5.2	-14.0	18.4	10.3	0.1	.	1.6
C[C@@H]1CCCCO[C@@H](CN(C)S(=O)(=O)c2ccccc2)[C@H](C)CN([C@@H](C)CO)C(=O)c2cc(NC(=O)Nc3ccccc3)ccc2O1	-1.0	-4.5	17.3	6.2	13.2	?	8.0	0.0
Cc1ccc(OCCNC(=O)[C@H]2O[C@@H](n3ccc(N)nc3=O)[C@H](O)[C@@H]2O)cc1C	-0.2	-5.0	1.5	1.8	-0.5	1.3	.	0.0

Some of the entries so far, as comma-separated lines:
Structure,CFTR F508del cor,ERp5 block,GSIS activator,EWS-Fli block,PAX8 reporter,DENV2 CPE,ARNT TACC3 PPI,Xi reactivation
CC(=O)Nc1ccc2c(c1)C(=O)N(C)[C@H]1CC[C@@H](CC(=O)NCC3CCCCC3)O[C@H]1CO2,-1.6,.,-12.5,2.1,13.3,-1.6,-1.0,0.1
C/C(CCc1ccccc1)=N\NC(=O)COc1ccccc1C,-0.4,-1.3,-24.9,-6.5,-1.8,-4.0,-6.3,-0.1
CC(CC(=O)Nc1ccccc1)NCCCN1CCCC1=O (stereo not drawn),-0.5,3.8,14.9,-6.8,-9.0,-2.9,.,0.4

Next entries follow:
SMILES	CFTR F508del cor	ERp5 block	GSIS activator	EWS-Fli block	PAX8 reporter	DENV2 CPE	ARNT TACC3 PPI	Xi reactivation
COc1ccc(N(C)S(=O)(=O)c2cccc(C(=O)OCC(=O)N(C)c3ccccc3)c2)cc1	0.0	0.0	.	9.1	16.2	4.2	-4.2	0.0
N/C(=N\N=C/c1ccc(F)cc1)N/N=C\c1ccc(F)cc1	-15.2	4.1	.	-28.8	-27.2	-2.7	22.7	-0.1
COc1cccc(C(=O)NN2CCOCC2)c1	1.1	2.7	0.3	2.0	5.0	12.5	16.2	0.1
Cc1[nH]c(C)c(S(=O)(=O)N2CCCCC2C)c1C(=O)N1CCCC1 (stereo not drawn)	0.9	2.7	15.0	1.7	-9.3	4.2	-0.1	0.1
CC(C)C#Cc1ccc2c(c1)O[C@@H](CN(C)Cc1ccccc1)[C@@H](C)CN([C@H](C)CO)S2(=O)=O	2.4	-0.1	-18.2	17.3	.	-6.3	3.9	0.3
COc1cccc(N)c1	1.6	-1.2	.	1.9	.	171.1*	.	.
CCOc1cc(S(=O)(=O)N2CCCCC2)ccc1F	3.1	5.5	.	-5.8	.	8.4	-18.7	.
C=CCOC(=O)[C@@H]1[C@H]2C(=O)O[C@H](c3ccccc3)[C@H](c3ccccc3)N2[C@H](c2ccc(OCCOC(=O)[C@@H]3C[C@@H]4C(=O)N[C@@H](CCCCNC(C)=O)C(=O)N4[C@@H]3c3ccc(O)cc3)cc2)[C@@]12C(=O)Nc1ccc(I)cc12	1.2	-1.1	.	-1.1	-10.7	9.1	14.1	.
CC=Cc1ccc2n(c1=O)C[C@H]1[C@H](CO)[C@@H](C(=O)NCc3ccncn3)N(C(=O)NC3CCCC3)[C@@H]21 (mixture of isomers)	.	.	3.3	-1.3	-11.2	.	6.2	0.1
O=S1(=O)CCC(NC(=S)NC2CCS(=O)(=O)C2)C1 (stereo not drawn)	-1.9	0.1	3.9	-13.4	-19.0	10.0	-4.9	0.2
Cc1noc(C)c1COC(=O)CNC(=O)c1ccc(Cl)cc1	-4.8	22.8	-4.3	3.1	12.2	3.1	-3.6	-0.1
COC(=O)C(NC(C)=O)(Nc1cc(C)ccn1)C(F)(F)F (stereo not drawn)	2.7	3.0	7.1	-0.3	-2.7	3.7	0.2	0.0
C[C@@H]1CN([C@H](C)CO)S(=O)(=O)c2ccc(C3=CCCCC3)cc2O[C@@H]1CN(C)Cc1ccccc1	-4.7	5.0	-13.1	41.8	.	18.6	.	-0.1
COc1cc(/C=N/NC(=O)c2ccc(O)cc2)ccc1OCC(=O)Nc1cccc([N+](=O)[O-])c1	-3.1	2.0	30.3	-65.1	-59.3	4.1	-3.1	0.1
COCC(=O)Nc1ccccc1-c1ccccc1	-1.6	5.5	7.8	9.4	-1.6	3.4	-3.8	-0.1
CCOC(=O)C1=C(C)N(CCCCCC(=O)O)C(=O)NC1c1ccc(Br)cc1 (stereo not drawn)	1.6	-4.7	.	-8.3	-1.5	-4.3	-1.1	0.4
O=C(N=C1SCC(=O)N1c1ccccc1Cl)c1ccco1	-2.4	2.8	-1.3	-93.6	.	.	-22.8	.
Cc1ccccc1OCCC(=O)Nc1cc(S(=O)(=O)N2CCCCC2)ccc1N1CCN(C)CC1	-0.8	-8.3	-17.7	14.4	7.9	7.2	15.2	0.0
O=C(O)CN1C(=O)C(=O)N(Cc2ccc(Cl)c(Cl)c2)C1=O	2.2	5.9	-5.5	7.1	-1.2	3.0	-6.1	0.0
CCCN1[C@@H]2c3ccc(C4=CCCC4)c(=O)n3C[C@H]1[C@H](CO)[C@H]2C(=O)NCc1ccccn1	-1.0	0.0	12.2	-2.6	-72.1	12.1	23.2	0.0
CN(C)CC(=O)Nc1ccc2c(c1)[C@H]1C[C@H](CC(=O)NC3CCCC3)O[C@@H](CO)[C@H]1O2	-5.2	-1.3	12.0	-4.7	-1.2	-2.3	0.6	0.0
CC(=O)Nc1ccc(S(=O)(=O)NCC2CCC(C(=O)NCCCOC(C)C)CC2)cc1 (stereo not drawn)	-1.2	-2.1	.	8.5	-9.1	-1.5	.	0.2
CC(C)N(c1cc(=O)nc2ccccn12)C(C)C	0.3	1.6	41.7	-5.9	-6.8	-8.9	.	0.0
Cc1ccc(C)c(Cn2nnc3c(=O)[nH]c(C4CCCN(C(=O)C5CCC5)C4)nc32)c1 (stereo not drawn)	-0.9	-5.1	-36.8	6.3	.	.	-6.9	.
COc1ccc(S(=O)(=O)NC2CCCCCC2)c(OC)c1	0.2	-4.2	13.4	4.7	-18.8	?	-13.3	0.0
COc1ccccc1C=C1SC(=S)NC1=O	-2.5	-0.7	.	5.9	0.2	2.3	2.8	0.2

Screening data as filed in PubChem BioAssay.
